DUSP3 inh: inhibitors of human VHR1 phosphatase (DUSP3). recombinant VHR phosphatase, pNPP absorbance. inhibition, % at 13.3 µM. 0.52% of 290,000 active. AID 1654; in the data active = inhibition above about 50%; note: some compounds called inactive have numbers as strong as hits
Y pestis TopoI: Y. pestis Topo-I inhibition via cleavage products | Y. pestis Topo-I cleavage product accumulation, plate reader | 0.064% of 360,000 active | activity, % at 10 µM; in the data active = activity above about 50%, passing the limit was not always enough; note: inactives centre near 2
PfHsp40 yeast: rescue of PfHsp40-mediated yeast toxicity; S. cerevisiae expressing PfHsp40, growth rescue, ATP luminescence; growth rescue, % at 12.5 µM; 0.68% of 340,000 active; AID 504582; in the data active = growth rescue above about 28%, passing the limit was not always enough;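 note: yeast W303a lacking pdr1 and pdr3 grown in galactose medium; growth measured after three days at 30 °C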
SARS 3CLpro inh: SARS-CoV 3CLpro protease inhibition; P0C6X7; recombinant SARS-CoV 3CLpro, quenched FRET peptide cleavage; inhibition, % at 6 µM; 0.14% of 290,000 active; AID 1706; in the data active = inhibition above about 12%
BoNT-A LC inh2: BoNT A light chain protease inhibition; multiplex microsphere protease substrate cleavage, flow cytometry; inhibition, % at 10 µM; 0.17% of 360,000 active; note: plate controls were buffer without enzyme for full effect and enzyme alone for no effect
PriA SSB inh: inhibitors of Klebsiella pneumoniae PriA binding to SSB C-terminal tail | AlphaScreen SSBct-PriA binding, biotinylated peptide | inhibition, % at 33 µM | 0.6% of 430,000 active | AID 1272365; in the data active = inhibition mostly above about 37%, no sharp cut-off; inactive = mostly below about 20%;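 note: plate controls were negative control peptide for no effect and reference peptide for full effect; strong numbers were not always called active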
CCHF vOTU inh: blocks the CCHF virus ovarian tumor domain protease; CCHFV vOTU protease, Pep-AMC fluorescence; inhibition, % at 11.5 µM; 0.55% of 370,000 active; AID 651958; in the data active = inhibition above about 30%; note: 0% = vehicle wells with enzyme and 100% = no enzyme wells
Anthrax LF prot: inhibitors of Bacillus anthracis lethal factor protease. P15917. multiplex microsphere protease cleavage assay, LF. inhibition, % at 10 µM. 0.12% of 360,000 active. AID 588501; note: plate controls were buffer without enzyme for full effect and enzyme alone for no effect
BH1578 lux ind: inducers of Vibrio cholerae quorum light production without autoinducers. V. cholerae BH1578 lux reporter, luminescence, 6 h. activation, % at 18.7 µM. 0.16% of 350,000 active; in the data active = activation mostly above about 9.7%, no sharp cut-off; note: not every result past the cut was called active; inactives centre near 0; reference of the scale not given here
TcdB inh: TcdB glycohydrolase inhibition; 0.24% of 350,000 active; TcdB glycohydrolase enzymatic assay, plate reader; inhibition, % at 9.99 µM; in the data active = inhibition above about 10%
* hit, by the source's call; & = joins results of further samples. Cut-off read from the data, not from the text of the source, unless noted: active = inhibition above about 30%; inconclusive = no clear call, values can overlap the other calls; inactive = below that. The list is partial; rates above refer to the full screens.

What do the screens show for `O=C(CCc1ccccc1)N/N=C/c1cccc([N+](=O)[O-])c1`?
DUSP3 inh: 16; Y pestis TopoI: -11; PfHsp40 yeast: 0.5; SARS 3CLpro inh: -4; BoNT-A LC inh2: -0.3; CCHF vOTU inh: 2; Anthrax LF prot: 0; BH1578 lux ind: inactive; TcdB inh: 2.8

How did CCOC(=O)N1CCN(Cc2c(F)cccc2Cl)CC1 do in these assays?
DUSP3 inh: 51*; Y pestis TopoI: 5; PfHsp40 yeast: -0.3; SARS 3CLpro inh: -5; BoNT-A LC inh2: -0.3; PriA SSB inh: -16; CCHF vOTU inh: -5; Anthrax LF prot: -2; BH1578 lux ind: -0.4

How did O=C(NCCCn1cccn1)C1CCC(=O)N(CCc2ccccc2)C1 (stereo not given) do in these assays?
DUSP3 inh: 18; Y pestis TopoI: -3; PfHsp40 yeast: -0.1; SARS 3CLpro inh: -2; BoNT-A LC inh2: -1.2; PriA SSB inh: -17; CCHF vOTU inh: 10; Anthrax LF prot: -1; BH1578 lux ind: -2.6; TcdB inh: -2.4

What do the screens show for `O=C(NCc1cccc(F)c1)c1ccc(N2C(=O)Cn3c(cc4sccc43)C2=O)cc1`?
DUSP3 inh: -4; Y pestis TopoI: 12; PfHsp40 yeast: 0.0; SARS 3CLpro inh: -3; BoNT-A LC inh2: -0.8; PriA SSB inh: 8; CCHF vOTU inh: 14; Anthrax LF prot: -1; BH1578 lux ind: -0.1

Results for CNC(=O)c1c(NC(=O)c2ccco2)sc(C)c1C ?
Y pestis TopoI: -1; PfHsp40 yeast: 0.9; BoNT-A LC inh2: 3.1; PriA SSB inh: -11; CCHF vOTU inh: 0; Anthrax LF prot: -1; BH1578 lux ind: inactive; TcdB inh: 2.0

How did CCOc1ccccc1NC(=O)CNC(=O)c1nn(-c2ccc(OC)c(OC)c2)c(=O)c2ccccc12 do in these assays?
DUSP3 inh: 5; Y pestis TopoI: 17; PfHsp40 yeast: -0.7; SARS 3CLpro inh: -2; BoNT-A LC inh2: -6.5; PriA SSB inh: -6; CCHF vOTU inh: 6; Anthrax LF prot: 0; BH1578 lux ind: -0.4; TcdB inh: 0.8

Results for Cn1ncc(SCc2ccccc2)c(Cl)c1=O ?
DUSP3 inh: 22; Y pestis TopoI: -4; PfHsp40 yeast: 2.9; SARS 3CLpro inh: -4; BoNT-A LC inh2: 0.0; PriA SSB inh: -9; CCHF vOTU inh: 2; Anthrax LF prot: -6; BH1578 lux ind: inactive; TcdB inh: 1.7

How did COc1cc2c(cc1OC)C(C(=O)Nc1ccc(F)c(Cl)c1)CC(=O)N2 (stereo not given) do in these assays?
DUSP3 inh: 40; Y pestis TopoI: 7; PfHsp40 yeast: -0.6; SARS 3CLpro inh: 11; BoNT-A LC inh2: 1.8; PriA SSB inh: -1; CCHF vOTU inh: 7; Anthrax LF prot: 16; BH1578 lux ind: -2.3; TcdB inh: -0.3

How did COc1ccc(Cl)cc1NC(=O)CN(C)C(=O)C1COc2ccccc2O1 (stereo not given) do in these assays?
Y pestis TopoI: -3; PfHsp40 yeast: 0.3; BoNT-A LC inh2: 0.3; PriA SSB inh: 2; CCHF vOTU inh: -2; Anthrax LF prot: 10; BH1578 lux ind: 0.9; TcdB inh: 0.3

What do the screens show for `CCc1ccccc1NC(=O)Nc1ccc(F)cc1`?
DUSP3 inh: 13; Y pestis TopoI: 2; PfHsp40 yeast: -0.6; SARS 3CLpro inh: 6; BoNT-A LC inh2: 0.1; PriA SSB inh: -6; CCHF vOTU inh: 3; Anthrax LF prot: 0; BH1578 lux ind: -0.5

Results for Cc1cnc(SCc2ccc(Cl)cc2Cl)[nH]c1=O ?
DUSP3 inh: 10; Y pestis TopoI: 10; PfHsp40 yeast: 1.6; SARS 3CLpro inh: -1; BoNT-A LC inh2: -4.7; PriA SSB inh: -16; CCHF vOTU inh: -9; Anthrax LF prot: -4; BH1578 lux ind: inactive; TcdB inh: -0.2

Results for COc1cc(C(=O)NNC(=O)CNC(=O)c2ccc(Br)o2)cc(OC)c1OC ?
DUSP3 inh: 18; Y pestis TopoI: -2; PfHsp40 yeast: 0.5; SARS 3CLpro inh: 3; BoNT-A LC inh2: -1.1; PriA SSB inh: 11; CCHF vOTU inh: -7; Anthrax LF prot: 0; BH1578 lux ind: inactive; TcdB inh: 0.4

What do the screens show for `OC(c1ccccn1)C1CCN(Cc2nc(C(c3ccccc3)c3ccccc3)no2)CC1` (stereo not given)?
DUSP3 inh: 34; Y pestis TopoI: -5; PfHsp40 yeast: -1.2; SARS 3CLpro inh: 1; BoNT-A LC inh2: 1.2; PriA SSB inh: -3; CCHF vOTU inh: -12; Anthrax LF prot: 1; BH1578 lux ind: inactive; TcdB inh: -0.6

Results for Cc1ccc(NS(=O)(=O)c2ccc(OCC(=O)NCC3CCCO3)cc2)cc1 (stereo not given) ?
DUSP3 inh: 13; Y pestis TopoI: -2; PfHsp40 yeast: 0.2; SARS 3CLpro inh: 4; BoNT-A LC inh2: -0.7; PriA SSB inh: -25; CCHF vOTU inh: -9; Anthrax LF prot: -10; BH1578 lux ind: -0.4; TcdB inh: -0.2

What do the screens show for `COc1cccc(-c2nc(CS(=O)(=O)CC(=O)NCCc3ccc(OC)cc3OC)c(C)o2)c1`?
DUSP3 inh: 6; Y pestis TopoI: 28; PfHsp40 yeast: 1.6; SARS 3CLpro inh: 0; BoNT-A LC inh2: -0.9; PriA SSB inh: -3; CCHF vOTU inh: 8; Anthrax LF prot: -3; BH1578 lux ind: -0.4; TcdB inh: -0.4

How did Cc1ccnc(SCC(=O)Nc2cccc(S(=O)(=O)N3CCOCC3)c2)n1 do in these assays?
Y pestis TopoI: -9; PfHsp40 yeast: -0.2; BoNT-A LC inh2: 0.2; PriA SSB inh: -1; CCHF vOTU inh: 10; Anthrax LF prot: -5; BH1578 lux ind: inactive; TcdB inh: 1.3

How did COc1ccc(-c2cccc(-c3cc(=O)oc4ccc(C(C)(C)C)cc34)c2)cc1 do in these assays?
Y pestis TopoI: 2; PfHsp40 yeast: -1.5; BoNT-A LC inh2: -0.5; PriA SSB inh: -5; CCHF vOTU inh: 3; Anthrax LF prot: -1; BH1578 lux ind: inactive; TcdB inh: 0.6

How did COc1ccc(Cn2c(-c3ccco3)nc3oc4cc(OC)ccc4c(=O)c3c2=O)cc1 do in these assays?
DUSP3 inh: 32; Y pestis TopoI: 5; PfHsp40 yeast: 0.6; SARS 3CLpro inh: 3; BoNT-A LC inh2: 0.5; PriA SSB inh: -10; CCHF vOTU inh: -5; Anthrax LF prot: 0; BH1578 lux ind: -0.3

What do the screens show for `COc1ccc([N+](=O)[O-])cc1N(CC(O)CN(CC(C)C)CC(C)C)S(=O)(=O)c1ccccc1` (stereo not given)?
DUSP3 inh: 14; Y pestis TopoI: 14; PfHsp40 yeast: -0.2; SARS 3CLpro inh: 2; BoNT-A LC inh2: 0.5; PriA SSB inh: 2; CCHF vOTU inh: 18; Anthrax LF prot: -3; BH1578 lux ind: inactive; TcdB inh: 1.9&-1.7

What do the screens show for `Cc1cc(C)nc(NC(=O)Cc2cccs2)n1`?
DUSP3 inh: 28; Y pestis TopoI: 6; PfHsp40 yeast: -1.0; SARS 3CLpro inh: -1; BoNT-A LC inh2: 0.1; PriA SSB inh: -4; CCHF vOTU inh: 5; Anthrax LF prot: 0; BH1578 lux ind: inactive

How did C=CCNc1oc(-c2ccc(OC)cc2)nc1C#N do in these assays?
DUSP3 inh: -1; Y pestis TopoI: 5; PfHsp40 yeast: 0.3; SARS 3CLpro inh: -1; BoNT-A LC inh2: -1.3; PriA SSB inh: 0; CCHF vOTU inh: -36; Anthrax LF prot: -4; BH1578 lux ind: -0.6

Results for CCN1CCN(C(=O)c2ccc3c(c2)N(Cc2ccc(C)cc2)CCS3)CC1 ?
DUSP3 inh: 9; Y pestis TopoI: 24; PfHsp40 yeast: 0.7; SARS 3CLpro inh: 5; BoNT-A LC inh2: -0.6; PriA SSB inh: 18; CCHF vOTU inh: -33; Anthrax LF prot: -2; BH1578 lux ind: 0.5; TcdB inh: 0.0

How did CC1CCCc2sc3ncn(N)c(=N)c3c21 (stereo not given) do in these assays?
DUSP3 inh: 9; Y pestis TopoI: 5; PfHsp40 yeast: 0.4; SARS 3CLpro inh: 1; BoNT-A LC inh2: -0.3; PriA SSB inh: -3; CCHF vOTU inh: 1; Anthrax LF prot: -6; BH1578 lux ind: inactive; TcdB inh: -0.3

What do the screens show for `CCCn1c(SCC(=O)Nc2ccccc2Oc2ccccc2)n[nH]c1=O`?
DUSP3 inh: -8; Y pestis TopoI: 14; PfHsp40 yeast: -0.5; SARS 3CLpro inh: -2; BoNT-A LC inh2: -0.8; PriA SSB inh: -4; CCHF vOTU inh: 12; Anthrax LF prot: -5; BH1578 lux ind: inactive

How did CCOC(=O)Cc1csc(NC(=O)CSc2nnc(C(C)C)n2CC)n1 do in these assays?
DUSP3 inh: 16; Y pestis TopoI: 0; PfHsp40 yeast: -0.8; SARS 3CLpro inh: -1; BoNT-A LC inh2: 0.5; PriA SSB inh: -13; CCHF vOTU inh: 0; Anthrax LF prot: -1; BH1578 lux ind: inactive

How did O=C(Nc1ccccc1Cl)C1CC(=O)N(Cc2ccco2)C1 (stereo not given) do in these assays?
Y pestis TopoI: 5; PfHsp40 yeast: 1.3; BoNT-A LC inh2: -0.4; PriA SSB inh: 3; CCHF vOTU inh: -3; Anthrax LF prot: 1; BH1578 lux ind: -1.3; TcdB inh: 1.3

How did O=C(NCCNC(=O)c1ccccc1F)c1ccccn1 do in these assays?
DUSP3 inh: 47; Y pestis TopoI: 1; PfHsp40 yeast: -0.2; SARS 3CLpro inh: 0; BoNT-A LC inh2: 1.0; PriA SSB inh: -2; CCHF vOTU inh: -11; Anthrax LF prot: -1; BH1578 lux ind: -4.5; TcdB inh: 0.6

What do the screens show for `Cc1ccc(S(=O)(=O)Nc2c(C(=O)O)[nH]c3ccccc23)cc1C`?
DUSP3 inh: 14; Y pestis TopoI: -2; PfHsp40 yeast: 0.3; SARS 3CLpro inh: 2; BoNT-A LC inh2: -0.2; PriA SSB inh: -4; CCHF vOTU inh: 14; Anthrax LF prot: -1; BH1578 lux ind: 12; TcdB inh: -2.7

How did CCC(c1nnnn1C1CCCCC1)N1CCC2(CC1)C(=O)NCN2c1ccccc1 (stereo not given) do in these assays?
BoNT-A LC inh2: 0.1; CCHF vOTU inh: 18; Anthrax LF prot: -15; TcdB inh: 1.0

What do the screens show for `COC(=O)CCCC1=CC2=CC(=O)C(C)(OC(=O)c3cccs3)C(=O)C2=CN1C1CCCC1` (stereo not given)?
DUSP3 inh: -4; Y pestis TopoI: 9; PfHsp40 yeast: -0.3; BoNT-A LC inh2: 2.0; PriA SSB inh: 5; CCHF vOTU inh: 17; Anthrax LF prot: -12; BH1578 lux ind: inactive; TcdB inh: -1.5

Ordered by length of the SMILES (descending): some entries from above.
What do the screens show for `O=C(NCc1cccc(F)c1)c1ccc(N2C(=O)Cn3c(cc4sccc43)C2=O)cc1`?
DUSP3 inh: -4; Y pestis TopoI: 12; PfHsp40 yeast: 0.0; SARS 3CLpro inh: -3; BoNT-A LC inh2: -0.8; PriA SSB inh: 8; CCHF vOTU inh: 14; Anthrax LF prot: -1; BH1578 lux ind: -0.1

Results for Cc1cnc(SCc2ccc(Cl)cc2Cl)[nH]c1=O ?
DUSP3 inh: 10; Y pestis TopoI: 10; PfHsp40 yeast: 1.6; SARS 3CLpro inh: -1; BoNT-A LC inh2: -4.7; PriA SSB inh: -16; CCHF vOTU inh: -9; Anthrax LF prot: -4; BH1578 lux ind: inactive; TcdB inh: -0.2

How did O=C(NCCNC(=O)c1ccccc1F)c1ccccn1 do in these assays?
DUSP3 inh: 47; Y pestis TopoI: 1; PfHsp40 yeast: -0.2; SARS 3CLpro inh: 0; BoNT-A LC inh2: 1.0; PriA SSB inh: -2; CCHF vOTU inh: -11; Anthrax LF prot: -1; BH1578 lux ind: -4.5; TcdB inh: 0.6
